Compound activity as filed in PubChem BioAssay.
miR-122 sensor: miR-122 inhibition in Huh7 cells | 0.3% of 340,000 active | Huh7 miR-122 Renilla luciferase sensor, 48 h; neutral wells = 0, positive control = 100 | activation (reporter increase), % at 12.5 µM;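 active means mean replicate activation score at least 90 and every replicate individually at or above 90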;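 further: higher luciferase means less miR-122 activity so hits act as miR-122 inhibitors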
C2C12 statin: suppression of simvastatin myotoxicity | C2C12 myotubes + simvastatin, ATP luminescence, 48 h; scaled: DMSO 0, geranylgeraniol control 100 | rescue of ATP level, % at 7.49 µM | 0.78% of 330,000 active | AID 602340;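 active means mean ATP rescue above about 67%, or every replicate alone reaching that limit, limit read from the data, passing the limit was not always enough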;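 further: myotubes were challenged with 10 µM simvastatin during compound exposure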
ARNT TACC3 PPI: disruptors of human ARNT/TACC3 interaction; Q9Y6A5; AlphaScreen His-ARNT PAS-B/GST-TACC3 binding, luminescence; TACC3 fragment carries E629A point mutation; inhibition, % at 9.99 µM; 0.66% of 390,000 active; AID 623870;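 active means mean inhibition of replicates at least 50% and at least half of replicates each reaching 50%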;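 further: 0% = complete ARNT plus TACC3 wells and 100% = ARNT alone without TACC3; many hits fall short of the cut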
SIRT5 block: blocks human SIRT5 desuccinylation of peptide. AID 652115. Purified SirT5, succinyl-peptide AMC, trypsin-coupled fluorescence. Q9NXA8. inhibition, % at 15 µM. 1.1% of 330,000 active; in the data active means inhibition above about 15%
Target sequence (Q9NXA8 whole entry, looked up): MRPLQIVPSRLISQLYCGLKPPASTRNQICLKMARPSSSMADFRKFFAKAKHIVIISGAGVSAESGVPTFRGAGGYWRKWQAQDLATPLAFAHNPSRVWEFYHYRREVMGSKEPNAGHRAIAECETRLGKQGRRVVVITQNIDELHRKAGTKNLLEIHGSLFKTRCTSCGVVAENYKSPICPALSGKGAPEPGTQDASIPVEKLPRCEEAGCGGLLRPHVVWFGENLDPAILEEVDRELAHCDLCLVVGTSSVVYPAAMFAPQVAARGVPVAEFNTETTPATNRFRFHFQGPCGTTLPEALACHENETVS
ERp5 inh: inhibitors of human ERp5; inhibition, % at 9.99 µM; ERp5 insulin aggregation, absorbance 650 nm, 90 min; AID 651711; 0.05% of 350,000 active;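 active means mean replicate inhibition above about 25%, with every replicate also reaching it, limit read from the data, passing the limit was not always enough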
Target sequence (Q15084 whole entry, looked up): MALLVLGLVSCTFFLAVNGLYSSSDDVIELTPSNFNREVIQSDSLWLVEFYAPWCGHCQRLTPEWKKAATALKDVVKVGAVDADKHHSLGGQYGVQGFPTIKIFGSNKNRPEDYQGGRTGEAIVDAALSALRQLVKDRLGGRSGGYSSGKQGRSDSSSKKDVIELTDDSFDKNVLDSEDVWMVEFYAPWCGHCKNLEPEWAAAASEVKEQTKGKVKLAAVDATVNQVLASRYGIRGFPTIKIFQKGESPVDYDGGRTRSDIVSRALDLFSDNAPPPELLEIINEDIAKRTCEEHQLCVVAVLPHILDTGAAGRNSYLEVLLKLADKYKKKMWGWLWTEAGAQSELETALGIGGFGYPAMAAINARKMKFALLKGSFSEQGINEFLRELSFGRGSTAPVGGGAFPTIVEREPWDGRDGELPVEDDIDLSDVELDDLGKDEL
esBAF inh: blocks esBAF chromatin remodeling in mouse ES cells. Bmi1-luciferase knock-in reporter, 24 h; 100% = twice the neutral-well signal. 2% of 350,000 active. AID 602393. reporter increase, % at 12.5 µM; in the data active means activation above about 40%;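 further: 0% = median of the plate's neutral control wells and 100% = double that signal; a rise in the Bmi1 reporter signal indicates esBAF inhibition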
Cneo AK release: Cryptococcus neoformans lysis via adenylate kinase release; C. neoformans lysis, adenylate kinase release luminescence, 4 h; normalised: neutral wells 0, clomiphene wells 100; lysis activity, % at 15 µM; 0.2% of 360,000 active; AID 651654;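 active means mean lysis activity across replicates of at least 80%, whatever share of replicates individually reach that level; inactive means mean lysis activity below 80%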
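Test system: log-phase Cryptococcus neoformans yeast cells. Input: 5 × 10^6 yeast cells/mL. Medium: fresh YPD growth medium. Doses: single dose. Incubation: static 4 h at 37 °C with compound, 1 h detection. Measured by: luminescent adenylate kinase detection reagent. Read-out: signal increase indicating cell lysis. Benchmarks: Clomiphene.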
Numbers without * were called inactive; / = no result given; [ ] = dose if it differs, or a comment.

1: O=C(CN1CCc2ccccc2C1)Nc1ccccc1F
2: COCC(=O)NC[C@H]1[C@@H](c2ccc(C3=CCCC3)cc2)[C@@H](CO)N1C(C)=O
3: CCCCNC(c1ccccc1)c1ccncc1 (stereo not drawn)
4: O=C(N[C@@H](Cc1ccccc1)C(=O)N1CCN(S(=O)(=O)c2ccc(F)cc2)CC1)c1ccco1
5: C[C@@H]1CCCCO[C@@H](CN(C)C(=O)NC2CCCCC2)[C@H](C)CN([C@@H](C)CO)C(=O)c2cc(NC(=O)Cc3ccccc3)ccc2O1

entry no.	1	2	3	4	5
miR-122 sensor	-5	0[16.7 µM]	0	-8	-9[16.7 µM]
C2C12 statin	24	4	-3	0	/
ARNT TACC3 PPI	-10	-8	-7	2	16
SIRT5 block	-4	12	-1	-2	1
ERp5 inh	1	1	-2	15	8
esBAF inh	-6	2	-4	/	20
Cneo AK release	-2	1	1	0	0

6: COC(=O)c1sccc1N/N=C(\C)c1ccc(F)c(Cl)c1
7: O=C(O)c1cccc(COCC(F)(F)C(F)F)c1
8: Cc1cc(CNC(=O)COc2ccc([N+](=O)[O-])cc2)c2ccccc2n1
9: CC1CCc2nn(CC(=O)NCc3ccco3)cc2C1 (stereo not drawn)
10: COCC#Cc1ccc2c(c1)O[C@H](CN(C)S(=O)(=O)c1ccc(OC)cc1)[C@@H](C)CN([C@@H](C)CO)S2(=O)=O

entry no.	6	7	8	9	10
miR-122 sensor	1	/	/	-4	-3[16.7 µM]
C2C12 statin	0	-6	/	3	3
ARNT TACC3 PPI	0	-2	-3	/	/
SIRT5 block	/	/	-4	-2	/
ERp5 inh	/	/	-2	7	/
esBAF inh	12	19	/	13	-1
Cneo AK release	0	1	/	-3	/

Compound profiles, as listed above:
O=C(CN1CCc2ccccc2C1)Nc1ccccc1F in the list: miR-122 sensor: -5; C2C12 statin: 24; ARNT TACC3 PPI: -10; SIRT5 block: -4; ERp5 inh: 1; esBAF inh: -6; Cneo AK release: -2
COC(=O)c1sccc1N/N=C(\C)c1ccc(F)c(Cl)c1 in the list: miR-122 sensor: 1; C2C12 statin: 0; ARNT TACC3 PPI: 0; SIRT5 block: /; ERp5 inh: /; esBAF inh: 12; Cneo AK release: 0

Further compounds follow:
11: CCC1(CC)NC(=O)N(CC(=O)OCn2nnc3ccccc3c2=O)C1=O
12: O=C(C1CC1)N1C[C@@H]2[C@H](c3ccccc31)[C@@H](CO)N2C(=O)c1ccccc1
13: CC1CCN(S(=O)(=O)c2ccc(NC(=O)Cn3nnc(-c4ccccc4)n3)cc2)CC1
14: CC1(C)COC(c2cc([N+](=O)[O-])ccc2Cl)=N1
15: [O-]/C(=C(\C(=S)Nc1ccc(SC(F)F)cc1)[n+]1ccccc1)c1cc(Cl)ccc1Cl

entry no.	11	12	13	14	15
miR-122 sensor	-10	0[16.7 µM]	-24	-8	/
C2C12 statin	2	3	12	6	/
ARNT TACC3 PPI	-10	4	-17	-2	4
SIRT5 block	/	-3	/	/	0
ERp5 inh	/	-1	/	/	1
esBAF inh	4	0	-4	-3	/
Cneo AK release	0	-4	3	2	/

16: Cc1sc(NC(=O)CN(Cc2ccc(F)cc2)C(=O)C(C)(C)C)c(C(N)=O)c1C
17: Cc1ccc(S(=O)(=O)N(C)C[C@@H]2OCCCC[C@H](C)Oc3ccc(NS(=O)(=O)c4cn(C)cn4)cc3C(=O)N([C@@H](C)CO)C[C@H]2C)cc1
18: Cc1ccc2c(c1)N(C(=O)c1ccco1)C(C)(C)c1ssc(=S)c1-2
19: Cc1ccc(C)c(NC(=O)C(C)N2C(=O)c3ccccc3C2=O)c1 (stereo not drawn)
20: COc1ccc(NC(=O)N(C)C[C@H]2OCCCC[C@H](C)Oc3ccc(NC(=O)CCC(F)(F)F)cc3C(=O)N([C@@H](C)CO)C[C@H]2C)cc1

entry no.	16	17	18	19	20
miR-122 sensor	/	7[16.7 µM]	-3	-1	3[16.7 µM]
C2C12 statin	/	/	4	3	-46
ARNT TACC3 PPI	-12	3	-12	0	-6
SIRT5 block	-1	2	/	1	-1
ERp5 inh	0	3	/	1	2
esBAF inh	/	-3	-5	-6	4
Cneo AK release	/	-4	-3	-1	0

21: CCc1nc(SCC(=O)OC(C)C)c2ccccc2n1
22: C[C@@H]1CN([C@@H](C)CO)C(=O)c2cc(-c3ccncc3)cnc2O[C@@H]1CN(C)C(=O)C1CCOCC1
23: C[C@@H]1CN([C@@H](C)CO)C(=O)c2cc(NC(=O)Cc3cn(C)c4ccccc34)ccc2O[C@H]1CN(C)Cc1ccc(C(F)(F)F)cc1
24: C[C@@H]1CN([C@@H](C)CO)C(=O)c2cccc(NS(C)(=O)=O)c2O[C@@H]1CN(C)C
25: COCCN(CCOC)c1ncnc2c1cnn2-c1ccccc1

entry no.	21	22	23	24	25
miR-122 sensor	/	-4[16.7 µM]	35[16.7 µM]	-5[16.7 µM]	3
C2C12 statin	/	/	64	58	-3
ARNT TACC3 PPI	-2	-13	3	-8	-1
SIRT5 block	0	-2	4	9	2
ERp5 inh	-10	4	4	3	-3
esBAF inh	/	-2	-3	-3	38
Cneo AK release	/	-1	64	-1	0

26: C[C@@H]1CN([C@H](C)CO)C(=O)Cc2cc(NC(=O)CCCN(C)C)ccc2O[C@H]1CN(C)C(=O)Nc1ccc2c(c1)OCO2
27: NCC[C@@H]1CC[C@H](NC(=O)c2ccccc2F)[C@H](CO)O1
28: COc1ccc(-c2ccc3oc(-c4ccsc4)cc(=O)c3c2)cn1
29: CCCCC[C@@H](O)c1cc2ccccc2c(=O)o1
30: O=C(NC1CCN(Cc2ccc(Cl)cc2Cl)CC1)c1ccccc1

entry no.	26	27	28	29	30
miR-122 sensor	30[16.7 µM]	/	-1	11	-5
C2C12 statin	-17	-1	-18	0	9
ARNT TACC3 PPI	13	4	-4	-1	-4
SIRT5 block	6	-5	/	/	-3
ERp5 inh	-5	3	4	5	0
esBAF inh	-8	2	68*	43*	11
Cneo AK release	4	-3	-4	6	0

Structures above with an aryl thioether with sulfur outside any ring:
15: [O-]/C(=C(\C(=S)Nc1ccc(SC(F)F)cc1)[n+]1ccccc1)c1cc(Cl)ccc1Cl
21: CCc1nc(SCC(=O)OC(C)C)c2ccccc2n1

entry no.	15	21
miR-122 sensor	/	/
C2C12 statin	/	/
ARNT TACC3 PPI	4	-2
SIRT5 block	0	0
ERp5 inh	1	-10
esBAF inh	/	/
Cneo AK release	/	/

(next part)
31: CC(C)C#Cc1ccc2c(c1)O[C@@H](CN(C)C(=O)Cc1ccccn1)[C@@H](C)CN([C@H](C)CO)S2(=O)=O
32: CC1=C(C(=O)Nc2ccccc2Cl)C(c2ccc(N(C)C)cc2)NC(=O)N1 (stereo not drawn)
33: Cc1cccc(Cl)c1NNC(=O)Nc1c([N+](=O)[O-])c(C)nn1C
34: COc1ccc(NC(=O)N(C)C[C@@H]2Oc3ccc(NS(C)(=O)=O)cc3C(=O)N([C@@H](C)CO)C[C@@H]2C)cc1
35: Cc1ccc(S(=O)(=O)NN2C(=O)c3ccccc3NC2c2cccc(O)c2)cc1 (stereo not drawn)

entry no.	31	32	33	34	35
miR-122 sensor	-6[16.7 µM]	-5	/	-4[16.7 µM]	1
C2C12 statin	11	21	15	5	/
ARNT TACC3 PPI	-4	30	18	-8	0
SIRT5 block	4	/	-2	2	-5
ERp5 inh	-10	/	2	-3	2
esBAF inh	7	-2	-1	-3	/
Cneo AK release	-1	1	/	-3	/

36: Clc1cccc(-c2ccc(C3Nc4cccc5cccc(c45)N3)o2)c1
37: CCN1/C(=C/c2ccc3cc(C)ccc3[n+]2CC)Sc2cc(C)c(C)cc21
38: Cc1nn(CC(=O)Nc2ccc(C(=O)N(C)C)cc2)c(=O)c2ccccc12
39: COCCN(C(=O)COC(=O)CCOc1ccccc1)c1c(N)n(Cc2ccccc2)c(=O)[nH]c1=O
40: Cc1cc(NC(=O)c2ccc(C)s2)n(-c2ccccc2)n1

entry no.	36	37	38	39	40
miR-122 sensor	-6	-28	3	-1	-1
C2C12 statin	5	-80	25	2	3
ARNT TACC3 PPI	-1	0	-1	8	-10
SIRT5 block	/	-1	/	-3	/
ERp5 inh	/	-1	/	0	/
esBAF inh	-11	-75	-7	-3	-2
Cneo AK release	-4	/	1	0	-3

41: COc1ccc(NS(=O)(=O)c2ccc(C)c(C(=O)N3CC(C)OC(C)C3)c2)cc1 (stereo not drawn)
42: O=C(Nc1ccc(C(=O)N2CCCCC2)cc1)c1ccccc1
43: CCOC(=O)C1CCN(C(=O)Cc2ccccc2OC)CC1
44: CCOC(=O)CC(=O)CSc1nc2c(sc(=S)n2-c2ccccc2)c(=O)[nH]1
45: Cc1cccc(NC(=O)C2C3C=CC4(O3)C2C(=O)N(CCCN2CCCC2)C4C(=O)NC2CCCC(C)C2C)c1 (stereo not drawn)

entry no.	41	42	43	44	45
miR-122 sensor	-2	0	-8	-5	-5
C2C12 statin	-12	-6	3	-13	-5
ARNT TACC3 PPI	-7	4	-5	6	6
SIRT5 block	0	-7	1	/	5
ERp5 inh	3	1	-3	/	-2
esBAF inh	-6	11	1	-3	-7
Cneo AK release	1	-3	-25	0	1

46: CCCn1nc(C(=O)Oc2ccc3c(C)cc(=O)oc3c2)c2ccccc2c1=O
47: C#CCN(C)CC/C=C1\c2ccccc2CSc2ccccc21
48: O=C(C[n+]1cccc(/C=N/O)c1)N1CCCCCC1
49: Cc1sc2nc(SCc3nc(-c4ccccc4)no3)n(-c3ccccc3)c(=O)c2c1C
50: C[C@@H]1CN([C@H](C)CO)S(=O)(=O)c2ccc(Br)cc2O[C@@H]1CN(C)CC1CCOCC1

entry no.	46	47	48	49	50
miR-122 sensor	5	-7	1	/	7[16.7 µM]
C2C12 statin	/	/	-1	6	7
ARNT TACC3 PPI	3	/	16	-2	7
SIRT5 block	/	-9	-5	/	/
ERp5 inh	-2	1	-2	/	/
esBAF inh	/	6	-7	-5	-3
Cneo AK release	2	-3	/	9	-1

51: Cc1nn(-c2ccccc2)c(C)c1NS(=O)(=O)c1ccccc1
52: Cc1ccc(-c2nnc(N3CCCCCC3)c3ccccc23)cc1
53: CC(C)Oc1ccc(S(=O)(=O)N2CCOCC2)cc1NC(=O)CSC(=S)N1CCCC1
54: Cc1cc(C)c(S(=O)(=O)Nc2ccc3c(c2)CCC3)c(C)c1
55: CC1CN(c2ccc([N+](=O)[O-])nc2)CC(C)O1 (stereo not drawn)

entry no.	51	52	53	54	55
miR-122 sensor	1	-18	6	/	/
C2C12 statin	11	-5	0	/	/
ARNT TACC3 PPI	4	17	/	-5	-10
SIRT5 block	/	3	6	1	0
ERp5 inh	/	1	4	1	2
esBAF inh	-1	9	1	/	/
Cneo AK release	-1	/	-1	/	/

3 entries picked at random from those above, as already listed:
52: Cc1ccc(-c2nnc(N3CCCCCC3)c3ccccc23)cc1
55: CC1CN(c2ccc([N+](=O)[O-])nc2)CC(C)O1 (stereo not drawn)
53: CC(C)Oc1ccc(S(=O)(=O)N2CCOCC2)cc1NC(=O)CSC(=S)N1CCCC1

entry no.	52	55	53
miR-122 sensor	-18	/	6
C2C12 statin	-5	/	0
ARNT TACC3 PPI	17	-10	/
SIRT5 block	3	0	6
ERp5 inh	1	2	4
esBAF inh	9	/	1
Cneo AK release	/	/	-1

The results go on:
56: COc1ccc(Cl)cc1NC(=O)CSc1nc(N2CCCCC2)nc(N2CCCCC2)n1
57: CC(=O)c1ccc(NC(=O)COc2ccc3c(c2)OCO3)cc1
58: CC1CC(NC(=O)CC#N)CC(C)(C)C1 (stereo not drawn)
59: Cc1cc(C)c(C2=CC(=O)C[C@H](c3ccc4c(c3)OCO4)C2)c(C)c1
60: CCCc1cc(=O)oc2cc(C)cc(OC(=O)c3ccco3)c12

entry no.	56	57	58	59	60
miR-122 sensor	-3	-1	/	6	/
C2C12 statin	1	0	/	8	/
ARNT TACC3 PPI	-1	4	4	-12	0
SIRT5 block	/	0	-1	/	1
ERp5 inh	/	0	0	-3	-2
esBAF inh	-7	-1	/	16	/
Cneo AK release	5	/	/	-2	/
